Bioassay records as filed in PubChem BioAssay.
Apaf-1 inh = human Apaf-1 inhibition; 330,000 tested, 0.71% active; reconstituted apoptosome caspase-3 activity, DEVD-Rh110 fluorescence; inhibition, % at 20 µM; AID 489030; active = inhibition of at least 40% at 20 µM;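 note: plate controls were DMSO wells for no effect and DEVD-CHO caspase inhibitor wells for full effect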
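Material: reconstituted apoptosome with Apaf-1, cytochrome c, caspase-9, procaspase-3, dATP; medium: pH 7.5 Hepes buffer with CHAPS, BSA, DTT; also added: cytochrome c and DEVD-Rh110 substrate; timing: 30 min plus 50 min, RT; signal: Rh110 fluorescence intensity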
SENP8 block-1 = blocks the human protease SENP8. AID 2540. 330,000 tested, 1.2% active. inhibition, % at 10 µM. purified SENP8, Z-RLRGG-aminoluciferin cleavage, luminescence. Q96LD8; in the data active = inhibition above about 50%
NLRP3 yeast inh = inhibitors of NALP3 inflammasome in yeast; Yeast reconstituted NLRP3/ASC/caspase-1, beta-gal luminescence, 24 h; inhibition, % at 10 µM; 330,000 tested, 0.39% active;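 active = inhibition of 50% or more; inactive = inhibition below 50%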;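 note: plate controls were induced DMSO wells for no effect and uninduced yeast grown without galactose for full effect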
PfG6PD inh = PfG6PD (Plasmodium falciparum) enzyme inhibition; PfGluPho enzyme, NADPH resazurin-diaphorase fluorescence; AID 504690; inhibition, % at 20 µM; 350,000 tested, 0.78% active;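 active = inhibition reaching at least a set limit at 20 µM in the primary screen, cut at about 59% in these data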;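 note: 0% = DMSO wells with substrate and 100% = DMSO wells lacking glucose-6-phosphate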
SENP6 block = SENP6 protease inhibition; Recombinant SENP6 catalytic domain, aminoluciferin luminescence; inhibition, % at 10 µM; Q9GZR1; 330,000 tested, 1.8% active;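 active = inhibition above about 50% at the single tested dose, limit read from the data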;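 note: plate controls were DMSO wells with enzyme for no effect and DMSO wells lacking enzyme for full effect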
HKDC1 inhibitor = HKDC1 (human) hexokinase inhibition. Q2TB90. recombinant HKDC1, G6PDH/diaphorase resazurin coupled fluorescence. inhibition, % at 20 µM. 340,000 tested, 0.16% active;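 active = inhibition above about 35% when tested at 20 µM, limit read from the data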;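 note: plate controls were DMSO wells with enzyme for no effect and DMSO wells lacking enzyme for full effect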
Target sequence (Q2TB90 whole entry, looked up): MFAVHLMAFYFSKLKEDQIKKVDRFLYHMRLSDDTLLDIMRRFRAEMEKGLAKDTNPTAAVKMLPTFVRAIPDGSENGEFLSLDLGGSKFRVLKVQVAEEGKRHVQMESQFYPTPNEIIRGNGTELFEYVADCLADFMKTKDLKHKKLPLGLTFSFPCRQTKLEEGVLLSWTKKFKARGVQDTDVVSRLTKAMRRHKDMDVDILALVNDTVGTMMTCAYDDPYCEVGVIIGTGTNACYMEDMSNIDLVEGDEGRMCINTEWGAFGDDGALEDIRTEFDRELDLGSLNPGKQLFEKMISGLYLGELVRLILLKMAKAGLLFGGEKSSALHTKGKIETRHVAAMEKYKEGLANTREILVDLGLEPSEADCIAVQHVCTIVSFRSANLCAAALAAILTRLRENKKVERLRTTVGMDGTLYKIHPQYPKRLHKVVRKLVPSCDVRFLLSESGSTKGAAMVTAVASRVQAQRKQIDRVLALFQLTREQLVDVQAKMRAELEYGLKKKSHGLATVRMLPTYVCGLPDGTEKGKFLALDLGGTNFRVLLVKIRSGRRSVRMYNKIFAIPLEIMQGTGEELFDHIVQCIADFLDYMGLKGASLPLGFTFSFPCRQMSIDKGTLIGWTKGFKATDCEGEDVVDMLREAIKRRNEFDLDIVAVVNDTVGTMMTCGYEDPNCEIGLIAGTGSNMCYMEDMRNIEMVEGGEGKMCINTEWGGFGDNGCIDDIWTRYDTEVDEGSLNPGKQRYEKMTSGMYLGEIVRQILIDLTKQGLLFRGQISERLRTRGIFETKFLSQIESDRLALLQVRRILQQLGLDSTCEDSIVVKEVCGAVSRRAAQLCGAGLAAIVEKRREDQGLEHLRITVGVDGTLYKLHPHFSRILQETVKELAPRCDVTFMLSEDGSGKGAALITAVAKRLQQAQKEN
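Test system: Recombinant HKDC1 (HK5) hexokinase enzyme, produced in-house | Input: HKDC1 at 5 µg/mL | Buffer or medium: Tris pH 8.0 buffer with MgCl2, Tween-20, BSA, BME | Schedule: 90 min reaction incubation at room temperature, dark | Technique: Resazurin-to-resorufin fluorescence via G6PDH and diaphorase coupling, 525/613 nm | Controls: DMSO wells with and without enzyme mix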
SENP1 inh = SENP1 (human) catalytic domain inhibition; recombinant SENP1 catalytic domain, CyPet-SUMO1-YPet FRET cleavage; inhibition, % at 10 µM; 360,000 tested, 0.21% active; AID 624204;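 active = inhibition at least 30% at 10 µM, raw YFP signal under a set limit, fluorescence ratio 0.5 to 1.5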;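 note: 0% = enzyme with DMSO and 100% = no enzyme wells; some results filed as inactive read as strong as hits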
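Test system: hSENP1 catalytic domain, recombinant; Amount: 20 pM final SENP1 enzyme; Medium: Tris pH 8 buffer plus EDTA, NaCl, BME, BSA, NP40, catalase; Schedule: 50 min enzyme reaction, room temperature, light-protected; Technique: FRET fluorescence in CFP and YFP emission channels; Controls: no-enzyme wells low, DMSO-plus-enzyme wells high control.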
SENP8 block-2 = SENP8 (human) protease inhibition; AID 602440; Q96LD8; 360,000 tested, 0.64% active; recombinant SENP8, Nedd8 substrate fluorescence; inhibition, % at 20 µM; in the data active = inhibition mostly above about 40%, no sharp cut-off; inactive = mostly below about 27%
SENP7 inh = SENP7 protease inhibition; inhibition, % at 5 µM; AID 434973; Q9BQF6; recombinant SENP7, Z-RLRGG-aminoluciferin luminescence, 40 min; 330,000 tested, 1.5% active;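 active = inhibition above about 50% at the single test dose, limit read from the data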;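 note: plate controls were DMSO with enzyme for no effect and no enzyme buffer wells for full effect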
* hit, by the source's call; . = no result given. Compounds as they come; 4.1% or so of the library scored in one or more.

SMILES	Apaf-1 inh	SENP8 block-1	NLRP3 yeast inh	PfG6PD inh	SENP6 block	HKDC1 inhibitor	SENP1 inh	SENP8 block-2	SENP7 inh
c1ccc(-c2nnnn2-c2ccccc2)cc1	-7	-4	-48	4	0	0	2	0	-2
Cc1ccc(C(=O)NN2C(=O)C3C(C2=O)C2C=CC3C23CC3)cc1 (stereo not drawn)	-6	1	4	11	-14	-11	2	0	2
OC(CNC1Cc2ccccc2C1)c1ccccc1 (stereo not drawn)	-2	1	3	4	11	-7	2	19	4
c1ccc2c(c1)ccc1[nH]c3c(c12)CCCC3	.	.	.	17	.	10	-74	-446	.
COc1ccc(-c2ccc3c(c2)S(=O)(=O)c2cccc(C(=O)NC4CCCCC4)c2C3=O)cc1OC	3	-7	12	-5	-8	-2	-3	-19	0
O=C1CC(C(=O)O)(c2ccccc2)c2cccc(F)c21 (stereo not drawn)	1	-9	-8	-13	-2	5	-1	8	-7
CC(=O)NC(CCS(C)(=O)=O)C(=O)Nc1cccc(C)c1 (stereo not drawn)	-5	-1	4	-7	-15	-4	2	4	-4
Brc1ccc(-c2nnc3ccc(N4CCN(c5ccccc5)CC4)nn23)cc1	15	2	-2	-10	-20	0	0	2	-11
O=C(CNC(=S)NC(=O)c1ccccc1Br)c1ccccc1	-13	4	12	-12	-1	-5	4	33	-1
O=C(Cc1ccccc1)NCC(=O)N/N=C/c1ccc([N+](=O)[O-])s1	-2	12	28	41	39	-1	0	15	10
Cc1ccc(-c2ccc(=O)n(CC(=O)NCCN3CCCCC3C)n2)cc1 (stereo not drawn)	-16	7	-2	-10	-1	-4	-19	-18	7
C=CCNC(=S)N1CCN(c2ccccc2Cl)CC1	-1	6	28	-4	6	-2	1	13	-1
CSc1ccccc1NC(=S)N/N=C/c1cccn1Cc1ccc(F)cc1	13	-5	19	-3	-16	-15	-6	-34	-5
NS(=O)(=O)c1cccc(NC(=O)CSc2nnc(C3CC3)n2C2CC2)c1	-3	-4	5	-10	-8	1	2	8	2
O=C(CCCCCN1C(=O)[C@@H]2Cc3ccccc3CN2C1=O)N[C@@H](Cc1ccc(O)cc1)C(=O)O	-11	1	7	-5	1	-4	0	15	-2
O=C(Nc1cccc2ncccc12)c1cccc(F)c1	-18	3	10	-5	-17	9	-1	17	-1
CCC(C)(C)NC(=O)C(OC(=O)c1ccco1)c1ccc(OC)cc1 (stereo not drawn)	3	8	14	3	-15	-6	-1	1	-2
c1ccc(-n2nnc(-c3cccnc3)n2)cc1	7	35	15	-13	47	-3	-1	2	46
O=C(O)CCn1c(C(=O)O)cc2sccc21	-1	-9	6	-3	-6	4	0	28	-4
Clc1cccc(CNCCCSc2ncccn2)c1	1	-1	-1	-8	-19	-1	-1	12	4
CC(C)c1csc(CN2CCN(CCc3ccccc3)C(CCO)C2)n1 (stereo not drawn)	10	-6	26	0	8	-10	1	5	-1
O=C(Nc1cccc(N=Cc2cc(Cl)cc(Br)c2O)c1)c1ccco1	22	3	4	14	9	15	-28	-56	9
CC12CCC(C3NC(=S)NN=C31)C2(C)C (stereo not drawn)	.	.	.	6	.	-8	3	0	.
O=C(NC1CCCCC1)c1cc(-c2ccccn2)nc2ccccc12	3	-7	-11	-12	-18	-6	2	-8	5
Cc1ccc(S(=O)(=O)N(C)/N=C/C=C/c2ccccc2)cc1	7	1	35	-7	-3	-7	1	18	-1
O=C(NCc1ccncc1)c1ccc2nc(Cc3ccccc3F)oc2c1	14	0	7	5	2	-10	1	6	6
CC1=CCC2C(=O)N(c3ccc(OC(=O)c4ccco4)cc3)C(=O)C2C1 (stereo not drawn)	-14	-3	-8	-14	-8	-9	3	14	-4
COc1cc(C(=O)NCC(c2cccnc2)N2CCN(c3ccc(F)cc3)CC2)cc(OC)c1OC (stereo not drawn)	2	6	-3	-17	-17	-8	1	7	0
COc1ccc(C2c3c(noc3C)CC(C)(O)C2C(C)=O)cc1 (stereo not drawn)	-6	4	-1	0	-6	1	0	10	5
CCN=C1SC(CC(=O)Nc2sc(C)c(C)c2C(=O)OC)C(=O)N1CC (stereo not drawn)	23	2	56*	-2	-38	-3	-1	-54	-4
CCOc1ccc(-c2nnc(N(CC)C(=O)C3CCC3)s2)cc1	11	4	16	36	-3	1	-1	-107	0
COc1ccc(-c2c(C(F)(F)F)nn(C)c2NC(C)=O)cc1	-28	9	16	-10	3	-4	-3	-4	0
COc1ccc(NC(=O)N(C)C[C@H]2Oc3c(NC(=O)Nc4ccccc4)cccc3C(=O)N([C@H](C)CO)C[C@@H]2C)cc1	7	0	14	11	0	-5	-1	8	5
CC(=O)c1cccc(NCC(=O)Nc2cccc(S(=O)(=O)N3CCCCC3)c2)c1	8	-10	0	10	-7	0	-2	-108	-2
CC(C)CC(=O)NC(=S)Nc1ccccc1N1CCCC1	19	10	-13	16	27	2	1	59*	7
COc1ccc(N2C(=O)C3C4C=CC(c5ccccc5)(C3C2=O)C2C(=O)N(c3ccc(OC)cc3)C(=O)C42)cc1 (stereo not drawn)	8	2	5	-12	-3	-6	-1	-1	-1
COc1ccc(S(=O)(=O)N(C)C[C@H]2Oc3ccc(NC(=O)Nc4ccccc4)cc3C(=O)N([C@H](C)CO)C[C@@H]2C)cc1	11	-9	8	20	-5	-3	7	4	-3
COc1cc(/C=C2/SC(=O)NC2=O)ccc1OCc1ccccc1	1	26	19	-48	37	3	2	-51	6
CCC(C)Nc1nc(CN2CCOCC2)nc2sc3c(c12)CCC3 (stereo not drawn)	4	3	14	-11	-5	-6	-16	-383	6
COc1nc(N)nc(N)c1NS(=O)(=O)c1ccc(C)cc1	-15	-9	-1	2	-14	-6	2	10	-7

Three of the entries above in order of their number in NLRP3 yeast inh, rising.
| canonical_smiles | NLRP3 yeast inh | PfG6PD inh | SENP6 block | HKDC1 inhibitor | SENP1 inh | SENP7 inh |
| --- | --- | --- | --- | --- | --- | --- |
| COc1ccc(C2c3c(noc3C)CC(C)(O)C2C(C)=O)cc1 (stereo not drawn) | -1 | 0 | -6 | 1 | 0 | 5 |
| COc1ccc(N2C(=O)C3C4C=CC(c5ccccc5)(C3C2=O)C2C(=O)N(c3ccc(OC)cc3)C(=O)C42)cc1 (stereo not drawn) | 5 | -12 | -3 | -6 | -1 | -1 |
| CCOc1ccc(-c2nnc(N(CC)C(=O)C3CCC3)s2)cc1 | 16 | 36 | -3 | 1 | -1 | 0 |

Remaining list, next part
SMILES	Apaf-1 inh	SENP8 block-1	NLRP3 yeast inh	PfG6PD inh	SENP6 block	HKDC1 inhibitor	SENP1 inh	SENP8 block-2	SENP7 inh
CC1CC(C)CN(c2ccc(C(=O)NCc3ccc4c(c3)OCO4)cc2[N+](=O)[O-])C1 (stereo not drawn)	0	-4	16	28	-2	1	0	13	0
O=C(COC(=O)CCc1ccc(S(=O)(=O)N2CCOCC2)cc1)Nc1ccccc1OC(F)F	13	-18	5	-7	-18	-2	2	-5	-9
O=C(CCC1CCCN(C(=O)c2cccs2)C1)N1CCN(c2ccccn2)CC1 (stereo not drawn)	4	-2	4	3	3	-9	1	-18	3
Cc1cc(N2CCOCC2)nc2ccc(NC(=O)CCC(=O)N3CCN(c4ccccc4)CC3)cc12	7	-9	19	3	-7	-2	-2	-300	-2
CCCN(CC(=O)Nc1ccc(F)c(F)c1F)C(=O)c1cc(S(=O)(=O)N(C)C)ccc1N1CCCC1	.	.	.	3	.	0	-1	17	.
COc1ccc(S(=O)(=O)N2c3cc(Cl)ccc3Oc3nc4ccccc4nc32)cc1	9	0	23	7	-2	0	-88	-336	-5
c1coc(-c2nc3nc4ccccc4n3nc2-c2ccco2)c1	3	2	2	29	-1	5	87*	106*	0
O=C(CSc1nncs1)Nc1cccc2ccccc12	0	0	4	5	4	2	1	12	-6
CCc1noc(C)c1C(=O)Oc1ccc(N(C)S(=O)(=O)c2ccc(C)c(C)c2)cc1	20	-9	11	8	-13	-1	1	6	-7
COc1ccc(OC)c(-c2csc(NC(=O)CSCc3c(C)noc3C)n2)c1	14	-2	17	11	-11	5	1	11	-1
COc1ccc(CNC(=O)Cn2nc(C(F)(F)F)c3c2CCC3)cc1	13	-7	6	-4	-2	-3	2	10	-9
CN1/C(=C\C(=O)c2oc3ccccc3c2N)C(C)(C)c2ccccc21	19	-6	27	20	-14	-5	-2	-440	-15
O=C(CN1CCN(S(=O)(=O)N2CCCCCC2)CC1)Nc1cc(Cl)ccc1Cl	4	1	9	8	-48	2	0	7	4
O=C(C1CCCN(S(=O)(=O)c2ccc(Br)cc2)C1)N1CCOCC1 (stereo not drawn)	-5	4	20	3	-10	-3	0	1	1
CCCCC/C=C/C1=CC(=O)C[C@H](c2ccc(OC)c(OC)c2)C1	22	-4	8	13	-4	3	0	7	-4
[O-][n+]1nc2ccccc2c2ccccc21	.	.	.	0	.	3	2	-348	.

Among those listed so far, these have fluorine.
SMILES	Apaf-1 inh	SENP8 block-1	NLRP3 yeast inh	PfG6PD inh	SENP6 block	HKDC1 inhibitor	SENP1 inh	SENP8 block-2	SENP7 inh
O=C1CC(C(=O)O)(c2ccccc2)c2cccc(F)c21 (stereo not drawn)	1	-9	-8	-13	-2	5	-1	8	-7
CSc1ccccc1NC(=S)N/N=C/c1cccn1Cc1ccc(F)cc1	13	-5	19	-3	-16	-15	-6	-34	-5
O=C(Nc1cccc2ncccc12)c1cccc(F)c1	-18	3	10	-5	-17	9	-1	17	-1
O=C(NCc1ccncc1)c1ccc2nc(Cc3ccccc3F)oc2c1	14	0	7	5	2	-10	1	6	6
COc1cc(C(=O)NCC(c2cccnc2)N2CCN(c3ccc(F)cc3)CC2)cc(OC)c1OC (stereo not drawn)	2	6	-3	-17	-17	-8	1	7	0
COc1ccc(-c2c(C(F)(F)F)nn(C)c2NC(C)=O)cc1	-28	9	16	-10	3	-4	-3	-4	0
O=C(COC(=O)CCc1ccc(S(=O)(=O)N2CCOCC2)cc1)Nc1ccccc1OC(F)F	13	-18	5	-7	-18	-2	2	-5	-9
CCCN(CC(=O)Nc1ccc(F)c(F)c1F)C(=O)c1cc(S(=O)(=O)N(C)C)ccc1N1CCCC1	.	.	.	3	.	0	-1	17	.
COc1ccc(CNC(=O)Cn2nc(C(F)(F)F)c3c2CCC3)cc1	13	-7	6	-4	-2	-3	2	10	-9
